PI4K2A block – qHTS for small molecular inhibitors of PI4K2A | actives 0.13% (n = 420,000) | Phosphatidylinositol 4-kinase type 2-alpha (Homo sapiens), Q9BTU6 | activity change, negative = inhibition, % at 76.9 µM | purified PI4K2A, ADP-Glo luminescence, 1 h; hits give low values | AID 1346378, 2018; in the data active = activity change below about -50%; inconclusive = mostly about -30% to -49%;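 note: -100% = wells without enzyme as full effect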
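PI4K2A activity was measured by ADP-Glo luminescence: enzyme (4 ug/mL stock) and phosphatidylinositol (1.2 mM stock) in Tris pH 7.5/MgCl2/EGTA/Triton X-100 buffer were reacted with ATP (300 microM stock) for one hour at ambient temperature.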
USP1 inh – Inhibitors of USP1/UAF1: Primary Screen; Potency, µM (doses to about 57.1 µM), for inactives: at the top dose activity change, negative = inhibition, actives largely listed as inhibitors; Ubiquitin carboxyl-terminal hydrolase 1 (Homo sapiens), O94782; recombinant USP1/UAF1, Ub-Rhodamine cleavage fluorescence; actives 0.23% (n = 390,000); note: potency is the fitted concentration of half-maximal effect; % is set by controls: 0 for no effect and ±100 for the full control effect; nearly all actives have a fitted effect of over 60% in size; inactives centre near -12
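USP1/UAF1 complex at 1 nM was preincubated with compound for 15 min at room temperature, then Ub-Rho substrate (150nM final) was added. Fluorescence (480/540 nm) was read kinetically, 6 reads every 60 seconds.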
TrxR1 substrate – qHTS Assay for Substrates of Mammalian Selenoprotein Thioredoxin Reductase 1 (TrxR1): qHTS; Potency, µM (series often up to 114 µM), without a hit: at the top dose activity change, negative = substrate turnover; purified TrxR1 substrate turnover, NADPH consumption readout; actives 0.01% (n = 390,000); note: potency is the fitted concentration of half-maximal effect; % is set by controls: 0 for no effect and ±100 for the full control effect; nearly all actives have a fitted effect of over 50% in size
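Rat TrxR1, dispensed at 90 nM, was prereduced with 400 uM NADPH (final) for 5 min at ~22 deg C, then incubated with compound 15 min before 400 uM selenite. A first-read NADPH fluorescence drop versus no-compound background flagged substrates.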
D2 agonist – HTS Assay for Allosteric Agonists of the Human D2 Dopamine Receptor: Primary Screen for Agonists; D(2) dopamine receptor (Homo sapiens), P14416; HEK293 T-REx D2 cells, calcium flux agonist mode; activation, % at 2 µM; actives 0.53% (n = 340,000);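 active = activation over 3 SD above normal in the single-dose calcium agonist read, cut at about 30% in these data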; note: 0% is about no effect
Target sequence (P14416 whole entry, looked up): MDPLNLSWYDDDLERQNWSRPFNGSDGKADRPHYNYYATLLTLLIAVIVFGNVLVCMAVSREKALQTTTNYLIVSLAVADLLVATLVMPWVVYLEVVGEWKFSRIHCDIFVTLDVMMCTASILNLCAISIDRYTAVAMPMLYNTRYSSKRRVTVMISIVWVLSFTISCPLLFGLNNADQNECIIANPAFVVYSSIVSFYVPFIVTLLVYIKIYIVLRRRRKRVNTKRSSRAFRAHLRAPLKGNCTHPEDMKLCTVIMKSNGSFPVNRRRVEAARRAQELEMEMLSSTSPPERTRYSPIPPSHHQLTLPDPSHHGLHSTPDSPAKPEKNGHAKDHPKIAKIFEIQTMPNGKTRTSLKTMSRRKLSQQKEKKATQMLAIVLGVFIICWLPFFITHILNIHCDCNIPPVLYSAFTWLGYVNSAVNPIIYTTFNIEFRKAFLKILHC
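Agonism scored from kinetic calcium signal (1 read/sec, 180 s) following compound pin transfer, after a 10 s baseline. Cells: HEK293 Trex line expressing inducible D2 receptor coupled to calcium, dye-loaded after overnight culture at 30 C.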
mIDH1 inhibitor – qHTS for Inhibitors of mutant isocitrate dehydrogenase 1 (IDH1): qHTS | Isocitrate dehydrogenase [NADP] cytoplasmic (Homo sapiens), O75874 | Potency, µM (titrated, usually from 76.6 µM), for inactives: at the top dose activity change, negative = inhibition, actives largely listed as inhibitors | actives 0.093% (n = 390,000) | AID 602179, 2012 | IDH1-R132H enzyme, NADPH consumption, diaphorase/resazurin fluorescence; note: potency is the fitted concentration of half-maximal effect; % is set by controls: 0 for no effect and ±100 for the full control effect; nearly all actives have a fitted effect of over 65% in size
Target sequence (O75874 whole entry R132H, stated change not applied): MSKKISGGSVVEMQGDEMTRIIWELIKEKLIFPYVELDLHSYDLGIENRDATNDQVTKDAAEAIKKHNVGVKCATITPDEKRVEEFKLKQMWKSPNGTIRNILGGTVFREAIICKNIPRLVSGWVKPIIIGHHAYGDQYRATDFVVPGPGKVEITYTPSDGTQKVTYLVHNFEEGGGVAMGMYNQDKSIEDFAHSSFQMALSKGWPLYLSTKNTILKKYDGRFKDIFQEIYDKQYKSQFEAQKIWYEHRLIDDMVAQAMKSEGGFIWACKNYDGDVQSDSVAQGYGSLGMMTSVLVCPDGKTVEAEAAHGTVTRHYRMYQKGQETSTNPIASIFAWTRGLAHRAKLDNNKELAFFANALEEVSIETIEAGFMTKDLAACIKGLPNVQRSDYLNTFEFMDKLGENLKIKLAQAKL
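IDH1-R132H (0.5 ug/mL) preincubated 30 min with compound, then NADPH (0.016 mM) and alpha-KG (2 mM) added; 80 min at RT, pH 7.5. Remaining NADPH coupled via diaphorase/resazurin to fluorescence (540/590 nm); concentration-response curves normalized to no-enzyme control.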
TrxR1 inh – qHTS Assay for Inhibitors of Mammalian Selenoprotein Thioredoxin Reductase 1 (TrxR1): qHTS; Thioredoxin reductase 1, cytoplasmic (Rattus norvegicus), O89049; recombinant rTrxR1, NADPH fluorescence consumption, selenite substrate; Potency, µM (series often up to 114 µM), for the others: at the top dose activity change, negative = inhibition, usual class: inhibitors; actives 1% (n = 390,000); AID 588453, 2011; note: potency is the fitted concentration of half-maximal effect; % is set by controls: 0 for no effect and ±100 for the full control effect; nearly all actives have a fitted effect of over 65% in size
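Rat TrxR1 (90 nM in the dispensed reagent) was pre-reduced with 400 uM NADPH for 5 min at room temperature, then incubated with compound for 15 min. After 400 uM selenite was added, NADPH fluorescence (Ex 340/Em 450 nm) was followed for 8 min.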
D2 antag – HTS Assay for Allosteric Antagonists of the Human D2 Dopamine Receptor: Primary Screen for Antagonists | HEK293 TREx D2 cells, calcium flux, dopamine EC80 | D(2) dopamine receptor (Homo sapiens), P14416 | actives 2% (n = 340,000) | inhibition, % at 10 µM; in the data active = inhibition above about 30%; note: 0% is about no effect
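Measurement of antagonist activity uses fluorescent calcium dye in inducible HEK293 T-REx D2 cells: 10 s baseline, compound addition with 180 s read, EC80 dopamine addition with a further 180 s read.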
TRHR ag – qHTS for Small Molecule Agonists and Allosteric Enhancers of Human TRH Receptor: Primary Screen for Agonists; TRHR cells, calcium flux fluo-8, FDSS agonist mode; activation, % at 2 µM; actives 0.18% (n = 360,000); AID 493084, 2011; in the data active = activation above about 30%; note: 0% is about no effect
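Agonist-mode FDSS calcium read (Ex 480/Em 530, 1 s cycles) in 1536-well TRHR cells with fluo-8 dye, after 10-cycle baseline and 23 nL compound addition; TRH at EC20 (10 nM final) added afterwards for the enhancer phase.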
TRHR PAM – qHTS for Small Molecule Agonists and Allosteric Enhancers of Human TRH Receptor: Primary Screen for Enhancers | TRHR cells, fluo-8 calcium fluorescence, EC20 TRH enhancement | actives 0.66% (n = 360,000) | enhancement, % at 2 µM | AID 493056, 2011 | Thyrotropin-releasing hormone receptor (Homo sapiens), P34981; in the data active = enhancement above about 30%; note: 0% is about no effect
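TRHR-expressing cells loaded with fluo-8 calcium dye were read kinetically (ex 480/em 530) during compound addition, then stimulated with an EC20 of TRH (10 nM final). Enhancement of the Gq-mediated intracellular calcium response was scored.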
Numbers without * were called inactive; ? = inconclusive; . = not tested or not shown; & = joins results of further samples; [ ] = dose if it differs, or a comment. Unless noted, calls come from the whole dose curve; as a rule, active = well fitted inhibition curve with a large enough effect; inconclusive = small, poorly fitted or top-dose-only effect; inactive = no such curve, though single readings can be large or run the other way.

SMILES	PI4K2A block	USP1 inh	TrxR1 substrate	D2 agonist	mIDH1 inhibitor	TrxR1 inh	D2 antag	TRHR ag	TRHR PAM
CCN(CC)CCNC(=O)C1(O)c2cc(Br)ccc2NC(=O)N1c1cccc(OC)c1 (stereo not given)	4.8	-14.2%	0.0%	-0.5	16.8%	20.7%	8.4	0.6	-0.3
COc1ccc(CNC(=O)CCS(=O)(=O)c2cc3c(cc2Cl)NC(=O)CO3)cc1	3.0	-6.0%	5.0%	0.1	4.0%	33.1%	29.9	0.2	21.8
COc1ccc(-c2cc3nc4n(c(=O)c3s2)CCCCC4)cc1	-0.8	-21.9%	86.8%[activator]	0.2	3.3%	9.0%	10.7	-0.3	-4.0
CC(C)NC(=O)COC(=O)c1ccc(NS(=O)(=O)c2ccc3c(c2)OCCO3)cc1	-1.2	-3.5%	-9.2%	1.7	-4.1%	-4.1%	14.3	0.9	-2.5
CCc1nn2c(=O)cc(COC(=O)c3cccc(NC(=O)c4ccccc4C)c3)nc2s1	8.9	-18.1%	-3.9%[57.1 µM]	-3.4	-12.7%	5.8%[57.1 µM]	.	-0.6	12.5
Cc1nc(N)nc(N)c1-c1ccc([N+](=O)[O-])cc1	-2.9	-20.7%	12.4%[57.1 µM]	.	2.4%	12.2%[11.4 µM]	.	.	.
O=c1c(-c2ccc(Cl)cc2)c[nH]n1-c1ccccc1	2.3	-20.8%	-2.4%	0.6	20.4%	8.9%	3.9	-0.4	8.4
Cc1cc(Cl)ccc1OCC(=O)NC(=S)Nc1ccc(Cl)cn1	7.6	-19.9%	1.0%	0.0	9.7%	23.1%	2.2	0.8	-2.4
O=C(O)CCC(=O)c1ccc2c(c1)CCCC2	0.5	-14.3%	-2.7%	-0.1	1.4%	17.4%[57.1 µM]	1.7	-0.4	7.0
CC(C)N1C(=O)CCC1C(=O)N1CCC(Cc2ccccc2)CC1 (stereo not given)	0.5	-11.3%	-0.7%	-0.4	-2.2%	8.5%	17.2	-0.2	-2.9
Cc1ccc(/C(N)=N/OC(=O)c2cccc(Cn3cc(C(F)(F)F)ccc3=O)c2)cc1	0.9	-3.3%	2.3%[57.1 µM]	0.1	3.1%	-70.9%	0.5	0.0	-4.2
CCCn1c(=N)n(CC(=O)C(C)(C)C)c2ccccc21	-6.4	-11.3%	7.2%[57.1 µM]	-0.3	1.7%	10.7%[57.1 µM]	-7.7	-0.8	30.8*
NS(=O)(=O)c1ccc(CNC(=O)c2cc(=O)c3cc(Cl)ccc3o2)cc1	-7.0	-25.2%	8.7%	0.7	3.0%	33.5%	14.3	1.0	3.9
CCCN(CCC)C(=O)c1c[nH]c2ccc(S(=O)(=O)N(C)c3ccc(OCC)cc3)cc2c1=O	-1.8	-15.4%	5.7%[57.1 µM]	1.1	13.8%	26.2%[57.1 µM]	.	0.2	-1.0
COc1ccc(/C=N/NC2=NS(=O)(=O)c3ccccc32)cc1OC	-5.6	-20.9%	-7.3%	-0.5	-3.5%	-4.4%	1.2	1.6	5.7
COCCN(C(=O)c1ccccc1F)c1c(N)n(Cc2ccccc2)c(=O)[nH]c1=O	-21.8	-17.8%	6.0%	0.6	0.0%	15.3%	11.7	0.6	17.2
COc1ccc(Oc2c(C)oc3c(CN(C)C)c(O)ccc3c2=O)cc1	0.3	-11.2%	119.3%[activator]	0.7	-0.9%	0.7%	5.1	0.1	-1.2
Cc1cccc(NC(=O)CSc2nnc(-c3ccccc3)n2N)c1C	-4.7	-24.2%	6.4%	0.4	3.5%	12.4%	8.8	0.4	2.6
Cc1cc(C)n(C(C)CC(=O)Nc2cccc(C(F)(F)F)c2)n1 (stereo not given)	0.7	-17.5%	-4.9%[57.1 µM]	-0.4	-1.3%	8.1%[57.1 µM]	.	0.2	4.3
Cc1ccccc1C(=O)NCC(=O)OC(C)C(=O)NCc1ccco1 (stereo not given)	1.1	1.2%	5.9%	1.4	-4.0%	9.1%	21.6	0.0	-4.0
COc1ccccc1-c1cc2nc(C)c(CCC(=O)NCc3ccc(F)cc3)c(C)n2n1	4.9	-15.0%	43.8%[activator]	-0.6	-7.2%	-1.1%	-3.2	0.1	11.6
CCOC(=O)c1ccc(NC(=O)c2cn(-c3ccccc3)nc2-c2ccc(Br)cc2)cc1	-5.6	-19.1%	9.6%	-0.6	-14.1%	13.7%	.	0.1	1.2
CC1CC(C)CN(CC(O)COc2ccc3c(c2)CCC3)C1 (stereo not given)	-0.3	-12.3%	0.8%	0.0	4.5%	12.6%	16.1	0.2	-6.6
Cc1ccccc1CN1c2ccccc2-c2nc(SCC(=O)NCCc3ccccc3)ncc2S1(=O)=O	-2.9	-5.6%	3.6%[57.1 µM]	.	-1.4%	21.3%[57.1 µM]	.	0.0	1.4
Cc1ccc(-n2nc3c(=O)n(C(C)C(=O)NCCC4=CCCCC4)nc(C)c3c2C)cc1 (stereo not given)	1.2	-27.6%	-0.5%	0.1	-3.0%	16.2%	-13.6	-2.0	-1.3
Cc1ccc(CN(Cc2ccco2)C(=O)c2ccc(Cl)cc2)o1	-3.3	-19.1%	-16.1%	-0.7	3.0%	-31.7%	.	-0.5	-4.5
COCCN1CCN(C(=O)c2cc(COc3ccc(F)c(F)c3)on2)CC1	-4.3	-3.3%	-3.1%	-3.1	-1.3%	-0.4%	-1.1	-0.5	2.9
COc1cccc(C(=O)Nc2ccccc2-c2nnc(-c3cc(OC)ccc3Br)o2)c1	0.5	-15.5%	10.2%[11.4 µM]	0.5	-4.5%	16.1%[11.4 µM]	.	0.8	3.1
O=C(N/N=C\c1ccc([N+](=O)[O-])s1)c1cncc(Br)c1	-4.4	-11.7%	-11.4%	1.2	-9.2%	-22.8%	1.5	0.6	6.8
C#C[C@]1(O)CC[C@H]2[C@@H]3CCC4=Cc5oncc5C[C@]4(C)[C@H]3CC[C@@]21C	-0.8&1.8	-29.0%	3.2%	.	10.4%	15.4%	.	.	.
COc1ccc(O)c(/C=N/N=C2/C(=O)Nc3ccccc32)c1	2.6	?	-9.2%	3.5	2.6%	1.0%	-3.0	0.4	5.0
COc1ccc(N2CCN(Cc3nc4cc(Cl)ccc4c(=O)[nH]3)CC2)cc1	-3.1	-16.1%	-0.5%[57.1 µM]	0.1	7.2%	38.9%[activator][57.1 µM]	12.8	0.2	-6.7
CN1CCN(C2(CNC(=O)c3ccc([N+](=O)[O-])cc3)CCCCC2)CC1	-3.0	-14.9%	-10.2%	-2.1	-4.0%	-8.5%	.	-2.0	5.7
C=CCNC(=O)c1cccc2c1C(=O)c1ccc(N3CCCC3)cc1S2(=O)=O	-0.9	?	-3.3%[57.1 µM]	.	-4.5%	-1.4%[57.1 µM]	.	.	.
O=C1Nc2ccccc2C1Cc1ccc(Br)cc1 (stereo not given)	4.6	-1.2%	-7.5%	2.9	28.9%	18.2%	.	1.0	1.9
CCN(CC(=O)Nc1ccccc1C(F)(F)F)C(=O)c1ccc(-n2nc(C)c(CCC(=O)OC)c2C)cc1	-4.6	-22.7%	2.2%	.	13.4%	5.0%	.	.	.
O=C(c1cccc(Oc2ccccc2)c1)N1CCOCC1	4.8	-10.8%	5.7%	0.1	12.4%	17.2%	14.7	0.0	-4.2
Cc1cc(Nc2ccc([N+](=O)[O-])cc2)c2ccccc2n1	5.2	-17.5%	-5.3%	.	15.5%	23.7%	.	1.2	-4.8
CN(Cc1ccccc1)C(=O)C1CCC(CNS(=O)(=O)c2ccc3c(c2)CCCC(=O)N3)CC1 (stereo not given)	-2.6	-15.3%	0.4%[57.1 µM]	0.7	2.7%	8.6%[57.1 µM]	.	0.0	-1.3
COC(OC)C1Nc2ccccc2C(=O)N1c1ccc(F)cc1 (stereo not given)	3.5	-6.2%	37.1%[activator]	0.2	-1.2%	26.9%	-1.6	0.4	4.6

Looked up one by one from the entries so far, two records:
SMILES	PI4K2A block	USP1 inh	TrxR1 substrate	D2 agonist	mIDH1 inhibitor	TrxR1 inh	D2 antag	TRHR ag	TRHR PAM
CN1CCN(C2(CNC(=O)c3ccc([N+](=O)[O-])cc3)CCCCC2)CC1	-3.0	-14.9%	-10.2%	-2.1	-4.0%	-8.5%	.	-2.0	5.7
Cc1cccc(NC(=O)CSc2nnc(-c3ccccc3)n2N)c1C	-4.7	-24.2%	6.4%	0.4	3.5%	12.4%	8.8	0.4	2.6

The results go on.
SMILES	PI4K2A block	USP1 inh	TrxR1 substrate	D2 agonist	mIDH1 inhibitor	TrxR1 inh	D2 antag	TRHR ag	TRHR PAM
CCOc1ccc(-c2nnc(-c3ccccc3)o2)cc1	-10.1	-3.3%	42.0%[activator]	-0.1	-3.1%	12.3%	-21.2	0.0	1.6
CCOc1cc(/C=N/NC(=O)CN2CCCCC2)ccc1OCc1ccc(Cl)cc1	-0.6	-21.6%	1.2%	2.3	2.3%	14.0%	16.6	0.3	-2.5
COc1cccc(NC(=O)C(C#N)Cc2ccncc2)c1 (stereo not given)	-3.3	-4.0%	-2.8%[57.1 µM]	0.1	3.5%	-2.2%[57.1 µM]	10.2	-1.3	15.4
COC(=O)c1ccccc1NC(=O)Cn1c(-c2nonc2N)nc2ccccc21	2.1	-21.1%	10.4%	.	4.8%	28.1%	.	-0.5	1.1

Source: PubChem BioAssay
